Bioassay records from PubChem BioAssay.
VLA-4 inh = inhibition in human VLA-4 binding assay, primary screen, VLA-4 allosteric modulator project, MLPCN library, flow cytometry, VLA-4 expressing cells; AID 2557, 2010; Integrin alpha-4 (Homo sapiens), P13612; actives 0.2% (n = 330,000); inhibition, % (about 7 µM as worked out from the volumes in the protocol); ligand binding flow cytometry; in the data active = inhibition above about 50%
MCL1 BIM primary = inhibitors of MCL1 binding to BIM-BH3, primary screen, biochemical, fluorescence polarization | inhibition, % at 10.9 µM | AID 2057, 2009 | GST-MCL1 / FITC-Bim-BH3 fluorescence polarization | actives 0.68% (n = 320,000);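 active = inhibition above the mean inhibition of all tested compounds plus 3 SD, set per campaign, cut at about 40% in these data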;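 note: 0% = DMSO wells and 100% = unlabeled Bim-BH3 peptide control; higher means more loss of mP so more displacement of Bim peptide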
MEX-5 binding = MEX-5 zinc finger RNA-binding disruptors – biochemical, C. elegans, fluorescence polarization, MLPCN library, primary screen. Zinc finger protein mex-5 (Caenorhabditis elegans), Q9XUB2. MEX-5/FITC-TCR2 RNA binding; stronger effect = lower value. activity score (negative = inhibition of binding), % at 10 µM. actives 0.38% (n = 300,000);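 active = inhibition past about -25% in most replicates, and total fluorescence under double the plate's negative control median, limit read from the data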;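 note: 0% = DMSO and -100% = 5 µM competing unlabeled TCR2 RNA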
Target sequence (Q9XUB2 whole entry, looked up): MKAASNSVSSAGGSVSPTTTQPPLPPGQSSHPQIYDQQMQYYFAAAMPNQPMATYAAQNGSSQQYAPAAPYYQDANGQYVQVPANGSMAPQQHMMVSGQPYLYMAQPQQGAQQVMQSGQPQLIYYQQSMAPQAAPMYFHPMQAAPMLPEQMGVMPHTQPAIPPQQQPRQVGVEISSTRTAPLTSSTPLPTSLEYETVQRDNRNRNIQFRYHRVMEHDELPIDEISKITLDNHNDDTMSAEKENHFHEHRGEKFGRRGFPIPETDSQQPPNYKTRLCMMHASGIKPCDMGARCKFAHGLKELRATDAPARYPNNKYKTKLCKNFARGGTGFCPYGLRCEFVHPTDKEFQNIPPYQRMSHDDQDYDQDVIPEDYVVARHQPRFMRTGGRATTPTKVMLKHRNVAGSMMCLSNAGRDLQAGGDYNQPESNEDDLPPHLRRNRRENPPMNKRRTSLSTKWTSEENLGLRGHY
Bcl-xL primary = inhibitors of human Bcl-xL, primary screen, biochemical, fluorescence polarization, HTS; Bcl-2-like protein 1 (Homo sapiens), Q07817; GST-Bcl-xL / FITC-Bim BH3 peptide fluorescence polarization; inhibition, % at 10.9 µM; actives 0.7% (n = 320,000);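 active = inhibition above the mean of all tested compounds plus 3 SD, cutoff set per campaign, cut at about 30% in these data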;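 note: 0% = DMSO wells and 100% = unlabeled Bim-BH3 peptide competitor; inhibitors lower millipolarization by displacing the labeled peptide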
AGP1 TOR yeast = modulators of AGP1-GFP expression in yeast TOR pathway, primary screen, cell-based, multiplex flow cytometry, S. cerevisiae, MLPCN library. actives 0.02% (n = 320,000). GFP response vs DMSO, % at 10 µM. 3 h; GFP as percent of DMSO wells;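 active = GFP response relative to DMSO above a set limit, near screen average plus 3 SD, cut at about 150% in these data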;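 note: median GFP channel fluorescence of the gated AGP1 strain per well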
GLD-1 RNA inh = GLD-1/TGE RNA complex disruptors, primary screen, biochemical, fluorescence polarization | Female germline-specific tumor suppressor gld-1 (Caenorhabditis elegans), Q17339 | purified GLD-1 + fluorescein TGE RNA | inhibition, % at 5.96 µM | actives 0.44% (n = 320,000);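 active = percent inhibition above a per-plate cutoff, the plate mean of test compounds plus 3 SD, cut at about 30% in these data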;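 note: 0% = DMSO wells with GLD-1 and probe and 100% = wells lacking GLD-1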
Target sequence (Q17339 whole entry, looked up): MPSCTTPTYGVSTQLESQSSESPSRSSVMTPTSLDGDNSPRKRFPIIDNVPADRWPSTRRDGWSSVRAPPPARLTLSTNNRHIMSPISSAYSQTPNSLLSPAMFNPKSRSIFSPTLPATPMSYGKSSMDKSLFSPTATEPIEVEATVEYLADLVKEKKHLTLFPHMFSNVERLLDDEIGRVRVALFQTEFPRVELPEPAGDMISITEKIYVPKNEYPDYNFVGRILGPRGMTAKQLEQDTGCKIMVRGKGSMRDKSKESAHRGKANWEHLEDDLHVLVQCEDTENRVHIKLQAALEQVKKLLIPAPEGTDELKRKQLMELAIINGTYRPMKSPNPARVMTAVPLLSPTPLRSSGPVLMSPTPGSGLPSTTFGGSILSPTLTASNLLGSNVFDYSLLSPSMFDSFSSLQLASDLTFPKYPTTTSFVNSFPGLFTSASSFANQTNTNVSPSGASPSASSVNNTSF
Yeast superoxide = reduction of superoxide in aged yeast, primary screen, HTS; AID 2690, 2010; S. cerevisiae aged cells, superoxide DHE fluorescence; stronger effect = lower value; superoxide response (% of plate mean), % at 10 µM; actives 0.18% (n = 330,000);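 active = superoxide response under a set limit, about three screen SD below normal, cut at about 65% in these data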;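 note: yeast aged for seven days with compound at 30 °C before DHE staining; 100% = average MFI of all compound-treated wells on the plate with controls excluded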
CIT2-GFP yeast = modulators of CIT2-GFP expression in yeast, primary screen, S. cerevisiae, GFP fusion, multiplex flow cytometry, MLPCN library. S. cerevisiae CIT2-GFP strain, 3 h; 100 means same as DMSO wells. actives 0.065% (n = 320,000). GFP response vs DMSO, % at 10 µM;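 active = GFP response relative to DMSO above a set limit, near the screen mean plus 3 SD, cut at about 150% in these data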;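 note: ratio of well median GFP fluorescence to mean of DMSO wells on the plate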
GRK2 aptamer HTS = compounds blocking aptamer binding on GRK2 – biochemical, human GRK2, bead flow cytometry, HTS, primary screen; inhibition of aptamer binding, % at 10 µM; FAM-aptamer displacement from GRK2; Beta-adrenergic receptor kinase 1 (Homo sapiens), P25098; AID 488847, 2010; actives 0.59% (n = 330,000);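 active = inhibition of aptamer binding above 40%, roughly 3 SD of noise, on plates passing a quality check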;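 note: median bead fluorescence of bound FAM aptamer so fluorescent compounds give negative values; no value below 0 was filed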
* hit, by the source's call; x = not tested or not shown. This is a random part of the collection. About 2.1% of those tested had a hit in this group.

SMILES | VLA-4 inh | MCL1 BIM primary | MEX-5 binding | Bcl-xL primary | AGP1 TOR yeast | GLD-1 RNA inh | Yeast superoxide | CIT2-GFP yeast | GRK2 aptamer HTS
O=C(Cn1cnc2cc([N+](=O)[O-])ccc2c1=O)N(Cc1ccccc1)C1CCS(=O)(=O)C1 (centres undefined) | -4 | 5 | -0.6 | -3 | 102 | 1 | 101 | 103 | 3
CC(C)CCn1c(N2CCCC2)nc2c1c(=O)[nH]c(=O)n2C | -3 | 4 | 0.5 | 7 | 103 | 5 | 97 | 108 | 0
CC1(C)Cc2c(C#N)c(N3CCOCC3)nc(Cc3ccccc3)c2CO1 | 8 | 8 | 2.0 | 8 | 95 | 3 | 110 | 95 | 0
Cc1noc(/C=C/N(C)C)c1S(=O)(=O)N1CCCC(C(=O)NCc2ccc(F)cc2)C1 (centres undefined) | -5 | -12 | -9.8 | -11 | 110 | -16 | 104 | 116 | 0
O=C(NNS(=O)(=O)c1ccc(F)cc1)C1CC(c2cccnc2)=NO1 (centres undefined) | 6 | -2 | 0.7 | 5 | 101 | -7 | 96 | 91 | 6
COc1ccc(CCN(C)CCC(=O)Nc2ccc(C)cc2)cc1OC | 5 | -6 | 1.7 | -1 | 108 | 2 | 98 | 109 | 0
COc1cc(/C=C2/C(=O)NN(c3cccc(Cl)c3)C2=O)cc(Br)c1O | -10 | -99 | 2.2 | -70 | 119 | -10 | 81 | 58 | 0
CCC(C)c1ccccc1O (centres undefined) | 14 | -1 | x | 1 | 95 | 5 | 84 | 90 | 5
COc1cccc(NC(=O)c2ccccc2-c2nc(-c3cccc(C)c3)no2)c1 | -17 | 9 | x | 3 | 90 | 0 | 90 | 88 | 1
Cc1ccc(NC(=O)C(C)N2CCOCC2)c(C(=O)c2ccccc2)c1 (centres undefined) | -7 | 13 | 1.4 | 0 | 99 | 0 | 92 | 103 | 1
O=c1cc(CSc2ccc([N+](=O)[O-])cc2)nc2sccn12 | -2 | 6 | -1.6 | 5 | 107 | 10 | 111 | 102 | 1
CN(CC1CCCO1)S(=O)(=O)c1ccc(C(=O)NCc2ccccc2)cc1 (centres undefined) | 6 | 0 | 2.1 | 1 | 99 | -1 | 103 | 104 | 0
COc1cccc(NC(=O)N2CCc3ccccc3C2)c1 | 6 | -4 | 0.0 | 0 | 93 | -6 | 93 | 106 | 0
O=C(CCN=C1NS(=O)(=O)c2ccccc21)NCc1ccccc1F | -8 | x | x | x | 97 | 1 | 115 | 90 | 0
COCCCNC(=S)N1CCCN(c2nc3c(C)c(C)ccc3cc2C#N)CC1 | -6 | 17 | 1.0 | 5 | 100 | 0 | 112 | 91 | 4
Cc1cc(NC(=O)CN2CCCCC2C)nc2c1c(=O)oc1ccccc12 (centres undefined) | -7 | 6 | -0.5 | 5 | 106 | 3 | 104 | 99 | 0
O=C(O)Cc1ccc2sc(-c3ccccc3)nc2c1 | 8 | 0 | 1.0 | 3 | 73 | 5 | 100 | 65 | 3
Cc1ccc(OCC(=O)Nc2nc(C)c(Cl)cc2Cl)c([N+](=O)[O-])n1 | 16 | 3 | x | 2 | 94 | 4 | 101 | 81 | 0
Cc1cc2cc(CN(Cc3cccs3)C(=S)NCc3ccco3)c(=O)[nH]c2cc1C | 2 | 10 | 6.5 | 5 | 105 | 3 | 105 | 108 | 0
CCc1nnc(NS(=O)(=O)c2ccc(NC(=O)CCC(=O)OC)cc2)s1 | 8 | -1 | -1.4 | 2 | 101 | -2 | 96 | 104 | 0
Cc1cc(C(=O)Nc2nnc(C3CCCCC3)s2)cs1 | 3 | -2 | -0.9 | -10 | 99 | 4 | 94 | x | 3
Oc1cc2c(cc1CN1CCc3ccccc3C1)OCO2 | 11 | 2 | -2.2 | 6 | 101 | 6 | 104 | 99 | 15
O=C(Cc1cccc(C(F)(F)F)c1)NCC(=O)Nc1cc(Cl)ccc1Cl | 11 | -5 | -1.2 | -1 | 95 | 7 | 106 | 98 | 2
COc1ccc(Cc2noc(CN3CCCC(OCc4ccccn4)C3)n2)cc1OC (centres undefined) | 10 | 3 | 1.3 | 5 | 105 | -10 | 108 | 105 | 0
Nc1nnc(-c2cn(-c3ccccc3)nc2-c2ccc(Cl)cc2)o1 | 3 | 11 | -0.4 | 5 | 99 | -2 | 102 | 86 | 2

Brought forward from above: two entries, then new ones.
SMILES | VLA-4 inh | MCL1 BIM primary | MEX-5 binding | Bcl-xL primary | AGP1 TOR yeast | GLD-1 RNA inh | Yeast superoxide | CIT2-GFP yeast | GRK2 aptamer HTS
COc1ccc(Cc2noc(CN3CCCC(OCc4ccccn4)C3)n2)cc1OC (centres undefined) | 10 | 3 | 1.3 | 5 | 105 | -10 | 108 | 105 | 0
Nc1nnc(-c2cn(-c3ccccc3)nc2-c2ccc(Cl)cc2)o1 | 3 | 11 | -0.4 | 5 | 99 | -2 | 102 | 86 | 2
Cc1cc(SC#N)cc(C)c1NC(=O)CCl | 7 | 2 | -2.1 | 8 | 100 | 0 | 104 | 89 | 3
CCN(CC)S(=O)(=O)c1ccc2c(c1)N(CC(=O)Nc1cccnc1Cl)C(=O)CO2 | 32 | -8 | 2.2 | 0 | 102 | 8 | 111 | 100 | 0
Clc1ccc(-n2ncc3c(NCC4CCCO4)ncnc32)cc1 (centres undefined) | -23 | 0 | -0.1 | 0 | 85 | -2 | 87 | 81 | 0
Fc1cc(Br)ccc1NC(=S)Nc1cccnc1 | 13 | 3 | -0.6 | 0 | 104 | -10 | 97 | 102 | 0
Cc1cc(Br)ccc1NC(=O)CN1C(=O)CCC1=O | 34 | 1 | 1.6 | 3 | 101 | 8 | 110 | 93 | 0
CC(=O)N/C(=C\c1ccccc1Cl)C(=O)O | 20 | 1 | 0.2 | 5 | 112 | 1 | 92 | 99 | 2
Cn1c(=O)c2c(SCC(=O)Nc3ccc4c(c3)OCCO4)nc(CC(C)(C)C)nc2n(C)c1=O | -13 | 8 | 1.7 | 8 | 101 | 3 | 103 | 95 | 1
Fc1ccc(C(CCNCc2cccs2)c2ccco2)cc1 (centres undefined) | 4 | 3 | -1.1 | 6 | 104 | -7 | 99 | 100 | 0
Cc1ccc(CCNC(=O)CN(C)S(=O)(=O)c2cnc[nH]2)cc1 | 26 | -12 | 1.3 | -3 | 111 | -8 | 110 | 113 | 0
C[C@H](NC(=O)[C@H]1N2C(=O)c3ccccc3C2SC1(C)C)C(=O)N1CCN(C)CC1 (some centres undefined) | -2 | 3 | -1.0 | 2 | 102 | 13 | 96 | 101 | 0
Cc1cc(C(C)(C)C)cc(C)c1COC(=O)CN1C(=O)NC2(CCCC2)C1=O | 0 | -8 | x | -2 | 97 | -1 | 93 | 91 | 0
Cc1nn(-c2ccc(N3CCCCC3)nn2)c(C)c1CCC(=O)Nc1ccc(F)c(F)c1 | 6 | 4 | 3.4 | 5 | 101 | 1 | 125 | 101 | 0
CCOC(=O)c1cc2sc(C)cc2n1CC(=O)N(CC)CC | 5 | 0 | 0.5 | 3 | 105 | 0 | 108 | 105 | 0
CC1(C)CC(=O)C=C(NCCCNC2CCCCC2)C1 | -9 | 7 | -0.3 | 6 | 110 | 9 | 70 | 90 | 2
N#Cc1c(-c2ccncc2)c2c([nH]c1=S)CCCC2 | 14 | 1 | -2.8 | 8 | 101 | 3 | 102 | 93 | 4
Cc1ccc(C(C)C)c(OCc2nc(-c3nonc3N)no2)c1 | 11 | -4 | -0.1 | 8 | 102 | -2 | 93 | 97 | 3
CCC1CCCCN1Cc1ccc(N)cc1 (centres undefined) | -1 | 3 | -1.1 | 9 | 95 | 2 | 97 | 103 | 1
Cc1cc(C)c(S(=O)(=O)N2CCCOC2CNC(=O)C(=O)NCc2ccncc2)c(C)c1 (centres undefined) | -35 | -10 | 1.3 | -8 | 89 | 0 | 123 | 92 | 19
CN(C)c1cc(N)c2ccccc2n1 (tested in a mixture with another compound) | 21 | 6 | -0.3 | 8 | 110 | 6 | 101 | 107 | 0
NC(=O)CCC(=O)N1CCCC(C(=O)c2ccc(C(F)(F)F)cc2)C1 (centres undefined) | 1 | -7 | -1.4 | -2 | 99 | 0 | 104 | 97 | 0
Cc1cccc(Nc2c(-c3ccc(N4CCOCC4)cc3)nc3ncccn23)c1 | 22 | 4 | -3.1 | 8 | 94 | 1 | 111 | 87 | 2
COc1ccccc1NC(=O)N1CCN(C(=O)Nc2ccccc2OC)CC1 | -3 | 7 | 0.1 | 6 | 107 | 4 | 101 | 105 | 2
CCOC(=O)CNC(=O)C1(/C=C/c2ccccc2)CC(=O)N1c1ccc(OC)cc1 (centres undefined) | -2 | -2 | -1.0 | 1 | 97 | 1 | 93 | 102 | 0
CS(=O)(=O)c1ccc(N2CCN(S(=O)(=O)c3cccs3)CC2)c([N+](=O)[O-])c1 | -10 | 0 | x | -1 | 100 | -1 | 121 | 97 | 14
O=C(Nc1cc(N2CCCCC2)ncn1)c1ccc(F)cc1 | 18 | -1 | 1.3 | 1 | 99 | 2 | 131 | 103 | 0

Structures listed so far that have a tert-butyl group:
SMILES | VLA-4 inh | MCL1 BIM primary | MEX-5 binding | Bcl-xL primary | AGP1 TOR yeast | GLD-1 RNA inh | Yeast superoxide | CIT2-GFP yeast | GRK2 aptamer HTS
Cn1c(=O)c2c(SCC(=O)Nc3ccc4c(c3)OCCO4)nc(CC(C)(C)C)nc2n(C)c1=O | -13 | 8 | 1.7 | 8 | 101 | 3 | 103 | 95 | 1
Cc1cc(C(C)(C)C)cc(C)c1COC(=O)CN1C(=O)NC2(CCCC2)C1=O | 0 | -8 | x | -2 | 97 | -1 | 93 | 91 | 0

Other structures follow.
SMILES | VLA-4 inh | MCL1 BIM primary | MEX-5 binding | Bcl-xL primary | AGP1 TOR yeast | GLD-1 RNA inh | Yeast superoxide | CIT2-GFP yeast | GRK2 aptamer HTS
CCOC(=O)c1c(NC(=O)Cn2nnc(-c3ccccc3Cl)n2)sc(C)c1C | 35 | 10 | 2.0 | 5 | 94 | 4 | 115 | 98 | 0
CCOc1ccc(NC(=O)CN2CCN(CC(=O)Nc3ccc(OC)cc3)CC2)cc1 | 1 | 7 | -0.3 | 1 | 95 | 6 | 93 | 96 | 0
CC(C)(C)OC(=O)CNC(=O)c1[nH]cnc1C(=O)N[C@@H](CCCCN)C(=O)OC(C)(C)C | 3 | x | x | x | x | 9 | 83 | x | 0
O=C(COC(=O)CCCNC(=O)c1ccc(Cl)cc1)Nc1cc(Cl)c(Cl)cc1Cl | 2 | 5 | 0.3 | -1 | 93 | 5 | 119 | 101 | 0
CCC(=O)Nc1nnc(S(=O)(=O)N(CC)c2ccc(OC)cc2)s1 | -2 | 1 | -0.7 | 2 | 100 | -4 | 93 | 97 | 0
Cc1ccc(NC(=O)c2ncc(Cl)c(Cl)c2Cl)cc1C | 21 | -1 | 1.0 | 0 | 107 | -1 | 114 | 98 | 1
CC/C(=N/NC(=O)c1ccc(Br)o1)c1ccc(Cl)cc1 | 27 | -2 | 0.7 | 2 | 92 | 15 | 110 | 98 | 1
CC(C)Nc1ccc(C(CC(N)=O)NC(=O)Cc2cccc3ccccc23)cc1[N+](=O)[O-] (centres undefined) | 0 | -15 | 0.5 | -6 | 92 | 9 | 105 | 89 | 2
